Screening results deposited in PubChem by SRMLSC.
Ecoli WT growth = growth inhibitors of wild type E. coli, primary screen, strain BW25113 wild type, absorbance readout; E. coli BW25113 growth inhibition, OD600; inhibition, % at 10 µM; hit rate 0.05% among 20,000; AID 552, 2006; in the data active means inhibition above about 40%;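 further: bacteria exposed to compound for 20 hours at 37 °C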
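assay system = bacterial strain in a whole-cell growth screen | quantity = inoculum from a 1:1000 dilution of a 1.5 h subculture | buffer or medium = LB broth with 50 µg/mL kanamycin | compound dosing = one dose, 10 µM final | schedule = compound exposure of 20 h at 37 °C | technique = absorbance at 615 nm as a measure of bacterial growth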
Active calls of the source: *. Some of the compounds tested; the hit share may differ from the screen's.

SMILES,Ecoli WT growth
Cc1cc(NC(=O)c2cccc(S(=O)(=O)N3CC(c4ccccc4)CC3=O)c2)no1 (configuration not stated),-1.2
O=C(OCc1c(F)cccc1Cl)c1cnccn1,-2.4
COc1ccc(Cl)cc1-c1nc(-c2ccc(NC(=O)c3ccncc3)cc2)no1,2.8
CCOC(=O)Cc1csc(NC(=O)c2csc(C)c2)n1,-20.0
O=P(O)(CCc1ccccc1)CN1CCCCC1,-0.3
CN(C)CCCn1c(N)c(C#N)c2nc(C#N)c(C#N)nc21,12.0
C/C(=C\C(=O)c1ccc(F)cc1)Nc1ccc(N2CCOCC2)cc1,4.0
COc1ccc(OC)c(-n2c(-c3cccc(O)c3)n[nH]c2=S)c1,-18.7
CN(c1ccc(C(=O)N2CCc3ccccc3C2)cc1)S(C)(=O)=O,4.9
CCC(C)(C(=O)NC1CCCC1)N(C(=O)c1cnccn1)c1c(C)n(C)n(-c2ccccc2)c1=O (configuration not stated),5.5
CN(C(=O)C(Cl)Cl)c1ccc(OC(=O)c2ccco2)cc1,14.1
CN(C)S(=O)(=O)c1ccc2c(c1)C(CC(=O)O)NC2=O (configuration not stated),-28.4
O=C(c1cn(-c2ccccc2)nc1-c1ccccc1)N1CCOCC1,16.4
CC(=O)/C(C[N+]1(C)CCCCC1)=N\O,-3.6
COc1ccc2c(c1)N(C(=O)CSc1n[nH]c(C)n1)C(C)(C)C=C2C,-23.4
COc1ccccc1NC(=O)C(C)NS(=O)(=O)c1ccccc1 (configuration not stated),-16.4
CCn1c(SCC(=O)Nc2cc(F)ccc2C)nnc1-c1ccccc1O,-9.6
COc1ccccc1NC(=O)CN(C)S(=O)(=O)c1ccc(F)cc1,-20.6
Cc1ccc2[nH]c(=O)c(CN(CCCN3CCOCC3)C(=O)Nc3cccc(Cl)c3)cc2c1,-0.8
COc1ccc(C(=O)CSc2nnc(-c3ccc(C)cc3)o2)cc1,3.4
CCn1cc(C(=O)NCC2CCCO2)c(=O)c2cc(S(=O)(=O)N(C)C)ccc21 (configuration not stated),17.3
O=C1NC(=O)C(c2ccccc2)(c2ccccc2)N1,9.2
COc1ccc(C2(C(=O)NC(C)C)CCCC2)cc1OC,-26.6
Cc1nc2nc(-c3ccccc3)[nH]n2c(=O)c1Cc1ccccc1,4.4
CCCC(O)(CCN(C)C)c1ccc(OC)cc1 (configuration not stated),-4.9
Cc1cc(C)cc(N2C(=O)C3C4C=CC(C4)C3C2=O)c1 (configuration not stated),1.4
O=C(COC(=O)CCc1c[nH]c(=O)[nH]1)Nc1cccc(Cl)c1,-5.6
O=C(COC(=O)C1CCN(S(=O)(=O)c2cccs2)CC1)c1cc2ccccc2o1,-2.3
O=C(c1ccccc1Oc1nnnn1-c1ccccc1)N1CCOCC1,0.5
CC(=O)Nc1ccc(NC(=O)Cn2cc3c(n2)CCC(C)C3)cc1 (configuration not stated),-0.2
O=C(Nc1ccc2oc(-c3ccccc3Cl)nc2c1)c1ncn[nH]1,6.5
COC(=O)c1cc(C)sc1NC(=O)CCCC(=O)O,-9.2
CCCn1c(=N)n(CC(=O)c2cccs2)c2ccccc21,5.1
CCOC(=O)c1cc2c(=O)n3ccccc3nc2n(CCCOC)c1=NC(=O)C(C)(C)C,-0.6
CCCCc1c(O)nc(SCC(=O)N2CCOCC2)n(-c2ccccc2C)c1=O,-23.2
Cc1cc(C(C)(C)C)c(O)c(C)c1CC1=NCCN1,-1.3
COc1ccccc1N1CCN(C(=O)c2ccc(CS(=O)(=O)c3ccccc3OC)o2)CC1,1.7
COc1ccc2c(=O)c(N3C(=O)c4ccccc4C3=O)coc2c1,-20.9
COc1ccc2cc(C(c3nnnn3C3CCCCC3)N3CCCCCC3)c3nnnn3c2c1 (configuration not stated),7.1
COc1ccccc1CNC(=O)c1ccc(NS(C)(=O)=O)cc1,-24.4
Cc1cc(S(=O)(=O)N2CCN(c3ncccn3)CC2)ccc1-n1cnnn1,0.2
Cc1nc(NC(=O)CCCC(=O)Nc2nc(C)c(C)s2)sc1C,4.7
O=C(COc1ccc(Cl)cc1)Nc1nc(-c2cccs2)cs1,-4.9
COc1cccc(NC(=O)Nc2cccs2)c1,0.3
COC(=O)c1[nH]c2ccc(C)cc2c1NC(=O)CN1CCC(C)CC1,-1.0
O=C(Cc1ccc(S(=O)(=O)N2CCCC2)s1)Nc1nc2c(s1)CCCC2,8.5
O=C(CSc1nnc(-c2ccccc2)c(-c2ccccc2)n1)N1CCOCC1,3.9
CC(=O)c1ccc(Oc2cc(C)nc(-n3nc(C)cc3C)n2)cc1,-0.4
CCOC(=O)CCc1c(C)c2ccc(OCC(=O)OC(C)C)cc2oc1=O,-12.0
O=C(Cn1nc(Cc2ccncc2)c2ccccc2c1=O)N1CCN(C(=O)c2ccco2)CC1,10.4
CC(C)(O)C#Cc1ccc(C(=O)N2CCC(C(N)=O)(N3CCCCC3)CC2)cc1,-12.3
CC(C)(CO)NS(=O)(=O)c1ccc2c(c1)oc(=O)c1cc(S(=O)(=O)NC(C)(C)CO)ccc12,-1.9
O=C(CCSc1nnc2ccccn12)Nc1ccc(F)cc1,0.3
O=C(Nc1ccccc1)c1cccc(-c2nnc(-c3ccccc3)o2)c1,-8.4
O=S(=O)(Cc1ccc(Cl)cc1)N1CCN(Cc2ccccc2)CC1,3.2
O=C(Nc1ccc2nn(-c3ccccc3)nc2c1)c1ccc(Br)o1,4.9
O=C(Nc1ccccc1N1CCCCC1)c1cccs1,-18.4
COCc1nnc(NC(=O)CCc2ccccc2)s1,-13.3
Cc1c(-c2nc(N)nc(Nc3ccc(F)cc3)n2)oc2ccccc12,-8.2
O=C(NCCCN1CCOCC1)C1CC(=O)N(CCc2ccccc2)C1 (configuration not stated),1.7

Continuation:
| canonical_smiles | Ecoli WT growth |
| --- | --- |
| Cc1ccc(NC(=O)C2CCCN(S(=O)(=O)c3cnc[nH]3)C2)cc1F (configuration not stated) | -3.1 |
| Cc1cc2c(=O)n(C)c(SCC(=O)c3cc4ccccc4o3)nc2s1 | -12.3 |
| CCCS(=O)(=O)N1CCCC(C(=O)NC(C)c2ccc3c(c2)OCCO3)C1 (configuration not stated) | -4.4 |
| CN(c1ccccc1)S(=O)(=O)c1ccc(C(=O)OCC(=O)N2CCOCC2)cc1 | 1.0 |
| COc1c(C(=O)N2CCCC2)ccc2ccccc12 | -8.4 |
| CCOC(=O)C1(O)CSc2nc3sc(C(=O)O)c(C)c3c(=O)n21 (configuration not stated) | -4.7 |
| CCc1cc(C(=O)OC)c(NC(=O)c2cc(Br)cs2)s1 | -20.2 |
| CCCC(=O)N(c1ccc2oc(=O)sc2c1)S(=O)(=O)c1ccccc1 | -1.3 |
| O=C(NCc1ccc2c(c1)OCO2)C1CCCN(S(=O)(=O)c2cccnc2)C1 (configuration not stated) | 4.2 |
| CN(CCCC(=O)NCc1ccco1)S(=O)(=O)c1ccccc1 | 5.8 |
| O=C1C2CCCN2C(c2ccc(Cl)cc2)N1c1nccs1 (configuration not stated) | 17.5 |
| CCOC(=O)N1CCC(N(CCCOC)C(=O)Nc2ccc(CC)cc2)CC1 | 9.3 |
| CCOC(=O)c1cnc(SCC(=O)Nc2ccccc2N2CCOCC2)nc1N | 0.3 |
| CCCC(CCC(=O)NC1CCCCC1)C(=O)O (configuration not stated) | 2.2 |
| O=C(NCc1ccccc1)C1CC2CCCC(C1)C2=O (configuration not stated) | 6.2 |
| Cc1cc(C)nc(N(C#N)Cc2ccc(Br)cc2)n1 | -11.6 |
| Cc1cc(C)cc(N2C(=O)CC(N3CCOCC3)C2=O)c1 (configuration not stated) | 7.0 |
| CCOC(=O)c1c(-c2ccccc2)csc1NC(=O)c1nn(CC)cc1Br | -26.2 |
| COc1ccc(C)cc1NC(=O)CN(Cc1nnc(-c2ccc(Cl)cc2)o1)C1CCCC1 | -0.8 |
| CCc1nnc(NC(=O)OCc2ccccc2)s1 | 5.9 |
| CCOC(=O)c1c(NC(=O)CN2CCOCC2)sc2c1CCCC2 | 5.9 |
| CSc1ccccc1NC(=O)c1cnccn1 | 3.7 |
| O=S(=O)(c1ccc2c(c1)OCCO2)N1CCN(Cc2ccc3c(c2)OCO3)CC1 | 1.8 |
| N#Cc1nc(Cc2cccc3ccccc23)oc1N1CCOCC1 | -19.0 |
| CC1CCc2sc3nc(NCc4ccco4)n4ncnc4c3c2C1 (configuration not stated) | -14.9 |
| Cc1cccc(C)c1OCc1nnc(SCC(=O)NCc2ccccc2)o1 | -12.1 |
| CC(C)c1nnc(NC(=O)C2CCCCC2)s1 | -1.5 |
| Clc1ccccc1OCc1nc(-c2ccccn2)no1 | 10.3 |
| C#CCNc1c(C)c(C)nc2ncnn12 | 0.7 |
| CN1CCN(Cc2nc3c(c(=O)[nH]c(=O)n3C)n2CCc2ccccc2)CC1 | 7.4 |
| COCCn1c(=O)[nH]c2cc(C(=O)NCc3cccnc3)ccc2c1=O | -3.3 |
| CC(C)COC(=O)C1[C@H]2C(=O)N(Cc3cccs3)C[C@]23C=C[C@H]1O3 (some centres not stated) | 8.1 |
| Cc1ccc(CCNC(=O)Cn2cccc2)cc1 | -6.2 |
| CC(C)Cc1nc(S(=O)(=O)c2ccc(Cl)cc2)c(N2CCOCC2)o1 | -4.3 |
| O=C(CSc1nnc(-c2ccc(Br)o2)n1Cc1ccccc1)c1ccccc1F | 3.8 |
| CCCCOCC1CN(c2ccccc2)C(=O)CS1 (configuration not stated) | 5.0 |
| CCOc1ccccc1N1CCN(S(=O)(=O)c2ccc(Cl)s2)CC1 | -19.6 |
| C=CCNC(=O)c1nn2cccnc2c1Cl | -15.6 |
| CCOC(=O)N1CCN(Cc2nc(-c3ccccc3)no2)CC1 | -15.9 |
| Cc1nc(NC(=O)c2csc3ccccc23)sc1C | -2.9 |
| COc1ccc(-c2nnc(SCc3csc(N)n3)n2C)cc1 | 5.8 |
| COc1cccc(C(=O)N(Cc2nc(-c3cccc(C)c3)no2)C(C)C)c1OC | -12.6 |
| CNC(=O)c1ccccc1NC(=O)c1ccc(C)c(S(=O)(=O)N2CCCCC2)c1 | -29.1 |
| CC1=C(C(=O)Nc2ccccc2C)C(c2cccnc2)n2nc(CCCO)nc2N1 (configuration not stated) | -18.9 |
| O=C(CN1CCN(Cc2ccc(F)cc2Cl)C1=O)NCCCN1CCOCC1 | 7.8 |
| O=c1oc2c(CN3CCOCC3)c(O)ccc2c2c1CCC2 | -14.1 |
| COc1ccc(CC(=O)Nc2cccc(-c3nnc(-c4ccccc4)o3)c2)cc1OC | -8.7 |
| O=C1CC(N(Cc2ccco2)C(=O)Nc2ccc(F)cc2)C(=O)N1c1ccc(F)cc1 (configuration not stated) | 5.2 |
| CCCn1nnc(NC(=O)Cc2ccc(Cl)cc2)n1 | -6.3 |
| CCNC(=O)CC1C(=O)N(c2ccc(C)cc2)C(=O)N1Cc1ccccn1 (configuration not stated) | -15.8 |
| O=C(CSc1nc2ccccc2c(=O)n1CC1CCCO1)N1CCN(c2ccccc2)CC1 (configuration not stated) | -16.2 |
| O=C(Nc1ccc(Nc2ccccc2)cc1)C1CC1 | -15.9 |
| Cn1c(=O)n(CCCOc2ccc(Br)cc2)c2ccccc21 | -7.8 |
| CCn1ncc(Cl)c1C(=O)NC(C)c1ccccc1 (configuration not stated) | -13.6 |
| O=C1C2C3C=CC(C3)C2C(=O)N1c1n[nH]c(CCc2ccccc2)n1 (configuration not stated) | -20.8 |
| O=C(OCc1c(Cl)cccc1Cl)c1cccnc1 | 10.8 |
| CCOC(=O)N1CCC(n2c(=S)[nH]c3cc(OC)c(OC)cc3c2=O)CC1 | 13.5 |
| CN(C1CCCCC1)S(=O)(=O)Cc1ccccc1 | -14.0 |
| CCN1CCN(c2nc3c(c(=O)n(C)c(=O)n3C)n2CCSc2ncccn2)CC1 | 5.7 |
| Cc1c(C(=O)N2CCN(S(C)(=O)=O)CC2)oc2ccccc12 | -14.6 |

Part of the list above, reformatted:
CN(C1CCCCC1)S(=O)(=O)Cc1ccccc1
  Ecoli WT growth: -14.0
O=C1C2C3C=CC(C3)C2C(=O)N1c1n[nH]c(CCc2ccccc2)n1 (configuration not stated)
  Ecoli WT growth: -20.8
Cc1c(C(=O)N2CCN(S(C)(=O)=O)CC2)oc2ccccc12
  Ecoli WT growth: -14.6
O=C1CC(N(Cc2ccco2)C(=O)Nc2ccc(F)cc2)C(=O)N1c1ccc(F)cc1 (configuration not stated)
  Ecoli WT growth: 5.2

Further compounds.
| canonical_smiles | Ecoli WT growth |
| --- | --- |
| CCCCn1c(SCC(=O)c2ccc3c(c2)OCCO3)nnc1-c1ccco1 | 19.5 |
| Cc1ccc2c(c1)C(N1CCCC1=O)CC(c1ccco1)N2 (configuration not stated) | -0.3 |
| O=C(Nc1ccccc1C(=O)N1CCOCC1)c1noc2c1CCCC2 | -17.6 |
| COc1ccccc1N1C(=O)CCC1(C#N)c1ccccc1 (configuration not stated) | -2.9 |
| COC(=O)c1ccc(C2C(C#N)=C(N)Oc3cc(C)n(C)c(=O)c32)cc1 (configuration not stated) | 14.9 |
| Cn1c(=N)n(CC(=O)O)c2ccccc21 | -4.1 |
| CC(C)CCn1c(Sc2nc3ccccc3s2)nc2c1c(=O)[nH]c(=O)n2C | -25.4 |
| CCn1cc(C(C)NC(=O)COc2ccc(Cl)cc2C)c(C)n1 (configuration not stated) | -6.3 |
| O=S1(=O)C=CC(Nc2cccc(Cl)c2)C1 (configuration not stated) | -0.1 |
| O=C(NCc1ccco1)Nc1ccc(Br)cc1Cl | -10.0 |
| CN1C(=O)c2cccc(N(C)C)c2C1=O | -23.9 |
| O=C(O)C1CC=CCC1C(=O)NC12CC3CC(CC(C3)C1)C2 (configuration not stated) | -8.1 |
| CN(C)c1ccc(CNC2CC(C)(C)NC(C)(C)C2)cc1 | -10.4 |
| CC12CCC(C(=O)Nc3cccc(NC(=O)C45CCC(C)(C(=O)O4)C5(C)C)n3)(OC1=O)C2(C)C | -17.6 |
| CN1CCN(C(=O)c2ccc(N(Cc3ccccc3Cl)S(C)(=O)=O)cc2)CC1 | -15.4 |
| CCC(CCC(=O)Nc1cccc(C(=O)O)c1)C(=O)O (configuration not stated) | -0.4 |
| Cc1cccc(N=C2NC(=O)CS2)c1C | 0.4 |
